TbMetRS inhib = T. brucei MetRS inhibitors, primary screen, biochemical, luminescence | inhibition, % at 11.9 µM | purified T. brucei MetRS, ATP depletion, Kinase-Glo luminescence | methionyl-tRNA synthetase (Trypanosoma brucei brucei) | AID 624268, 2012 | actives 0.4% (n = 360,000);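 active = inhibition above a per-plate cutoff of the control wells' mean inhibition plus 3 SD, cut at about 5.5% in these data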;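 note: 0% = DMSO wells median and 100% = median of wells with control inhibitor compound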
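technique = Kinase-Glo luminescence, ATP depletion format | system = purified MetRS (methionyl-tRNA synthetase) enzyme from Trypanosoma brucei | timing = 15 min preincubation, 2 h reaction, all 25 °C | evaluation = percent inhibition versus plate control medians | dosing = single dose, 11.9 µM final nominal, 0.9% final DMSO | also added = substrates ATP, L-methionine and bulk Escherichia coli tRNA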
SUMO1 PPI mod = modulators of SUMO1 protein-protein interactions, primary screen, biochemical, uHTS; AID 602429, 2012; Small ubiquitin-related modifier 1 (Homo sapiens), P63165; inhibition, % at 20 µM; SUMO1 binding to a labelled peptide, TR-FRET, 1 h; actives 0.33% (n = 360,000); in the data active = inhibition above about 37%
Rpn11 block = Rpn11 (PSMD14) deubiquitinase inhibitors, primary screen, biochemical, fluorescence polarization, uHTS; human 26S proteasome, Ub4-pepOG fluorescence polarization; 20S core pre-blocked with epoxomicin; calls only at 20 µM; 26S proteasome non-ATPase regulatory subunit 14 (Homo sapiens), O00487; AID 588493, 2011; actives 0.59% (n = 360,000);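 active = inhibition at 20 µM, scaled to each plate's controls, above about 33%, limit read from the data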
Target sequence (O00487 whole entry, looked up): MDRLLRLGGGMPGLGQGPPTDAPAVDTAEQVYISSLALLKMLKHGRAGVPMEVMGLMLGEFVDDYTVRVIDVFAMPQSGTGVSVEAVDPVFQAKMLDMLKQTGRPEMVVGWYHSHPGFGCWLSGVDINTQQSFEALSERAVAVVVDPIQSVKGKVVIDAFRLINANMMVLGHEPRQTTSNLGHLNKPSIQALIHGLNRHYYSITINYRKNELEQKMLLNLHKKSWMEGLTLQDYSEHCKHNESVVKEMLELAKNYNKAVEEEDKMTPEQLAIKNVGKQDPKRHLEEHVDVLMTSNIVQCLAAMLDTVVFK
CSN inh = inhibitors of CSN-mediated cullin deneddylation, primary screen, biochemical, fluorescence polarization, uHTS | COP9 signalosome complex subunit 5 (Homo sapiens), Q92905 | Purified CSN, SCF-Nedd8-OG deneddylation | inhibition, % at 12.5 µM | actives 0.38% (n = 360,000) | AID 651999, 2013;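 active = pattern-corrected inhibition above about 35%, with an unprinted fluorescence ratio check between 0.5 and 1.5, limit read from the data, passing the limit was not always enough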;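 note: 0% = enzyme with substrate and 100% = substrate without enzyme; some results filed as inactive read as strong as hits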
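test system = HEK293T-derived human Csn5 enzyme | amount = 0.24 nM Csn5 enzyme, final concentration | medium = Tris/NaCl/DTT buffer, pH 7.5 | schedule = 90 min reaction at room temperature | signal = FP | evaluation = inhibition of Csn5 cleavage, % | compound dosing = single dose of 12.5 µM compound with 0.25% DMSO | probe or stimulus = 10 nM SCFSkp2-Nedd8OG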
DNMT1 inh = human DNMT1 methyltransferase inhibitors, primary screen, biochemical, molecular beacon, fluorescence, HinP1I cleavage, uHTS. DNA (cytosine-5)-methyltransferase 1 (Homo sapiens), P26358. inhibition (reported as % activation of signal), % at 10 µM. actives 0.83% (n = 360,000); in the data active = inhibition above about 50%
STEP block = STEP phosphatase inhibitors, primary screen, biochemical, fluorescence intensity, uHTS | actives 0.25% (n = 360,000) | Tyrosine-protein phosphatase non-receptor type 5 (Homo sapiens), P54829 | AID 588621, 2011 | recombinant STEP, OMFP fluorogenic substrate | inhibition, % at 20 µM;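 active = inhibition at 20 µM, scaled per plate between control wells, above about 37%, limit read from the data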;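 note: 0% = DMSO with enzyme and substrate and 100% = substrate only without enzyme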
Target sequence (P54829 whole entry, looked up): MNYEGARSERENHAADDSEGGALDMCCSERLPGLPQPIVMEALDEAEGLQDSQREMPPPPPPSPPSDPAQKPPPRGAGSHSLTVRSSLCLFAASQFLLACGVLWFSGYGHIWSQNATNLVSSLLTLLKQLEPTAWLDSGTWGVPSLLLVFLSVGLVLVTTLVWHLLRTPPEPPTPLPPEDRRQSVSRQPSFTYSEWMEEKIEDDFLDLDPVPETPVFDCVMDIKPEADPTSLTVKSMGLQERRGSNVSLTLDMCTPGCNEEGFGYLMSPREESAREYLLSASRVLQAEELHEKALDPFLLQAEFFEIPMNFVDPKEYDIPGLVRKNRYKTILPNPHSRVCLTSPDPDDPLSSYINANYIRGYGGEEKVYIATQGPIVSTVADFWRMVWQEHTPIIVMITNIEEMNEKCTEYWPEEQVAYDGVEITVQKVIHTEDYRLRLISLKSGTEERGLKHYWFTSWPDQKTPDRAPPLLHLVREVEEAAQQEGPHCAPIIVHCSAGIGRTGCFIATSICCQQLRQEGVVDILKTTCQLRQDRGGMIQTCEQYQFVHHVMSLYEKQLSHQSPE
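Material: STEP (striatal-enriched tyrosine phosphatase) enzyme, cell-free | Medium: 50 mM Bis-Tris pH 6.0 with 2.5 mM DTT and 0.005% Tween 20 | Read-out: Percent inhibition scaled to no-enzyme and uninhibited-enzyme controls, plate-pattern corrected | Signal: Fluorescence read at 480 nm ex / 540 nm em | Times: 20 min reaction, room temperature, in the dark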
Scp1 inh = Scp-1 phosphatase inhibitors, primary screen, biochemical, colorimetric, uHTS | Carboxy-terminal domain RNA polymerase II polypeptide A small phosphatase 1 (Homo … | Recombinant Scp1, phosphopeptide, malachite green phosphate absorbance | AID 493091, 2011 | actives 0.88% (n = 340,000) | inhibition, % at 20 µM;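 active = inhibition above about 50% at 20 µM, limit read from the data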;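 note: plate controls were DMSO wells with enzyme for no effect and wells lacking enzyme for full effect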
Target sequence (Q9GZU7 76-261 limits assumed): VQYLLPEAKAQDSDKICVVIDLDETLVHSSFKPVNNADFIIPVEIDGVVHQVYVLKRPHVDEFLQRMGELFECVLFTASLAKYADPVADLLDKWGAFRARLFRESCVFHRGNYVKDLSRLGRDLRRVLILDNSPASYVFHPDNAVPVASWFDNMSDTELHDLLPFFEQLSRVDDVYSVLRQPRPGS
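System: SCP-1 catalytic domain; Reagent: Phospho 17-mer peptide substrate; Doses: one concentration, 20 µM, with 1.0% DMSO; Incubation: 45 min room-temperature reaction, 5 min colour, 30 min stabiliser; Signal: Phosphate-binding colour reagent, absorbance read at 630 nm.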
LMPTP inh = LMPTP phosphatase inhibitors, primary screen, biochemical, fluorescence intensity, uHTS; Low molecular weight phosphotyrosine protein phosphatase (Homo sapiens), P24666; recombinant LMPTP-A, OMFP fluorogenic substrate; AID 651560, 2012; actives 0.22% (n = 360,000); inhibition, % at 20 µM;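 active = compounds that cut the enzyme signal by at least half of the control window in the single-dose screen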;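 note: plate controls were DMSO wells with enzyme plus substrate for no effect and substrate without enzyme for full effect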
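Buffer or medium: Bis-Tris pH 6.0, DTT, detergent; Assay system: LMPTP-A enzyme; Quantity: 0.625 nM enzyme; Detection: endpoint fluorescence intensity; Times: 50 min dark incubation at room temperature; Controls: substrate-only low control, DMSO enzyme-plus-substrate high control; Doses: single 20 µM dose; Read-out: percent inhibition versus substrate-only and uninhibited controls; Reagent: 400 µM OMFP.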
NadD block = inhibitors of S. aureus NadD, primary screen, biochemical, colorimetric, uHTS | Nicotinate-nucleotide adenylyltransferase NadD (Staphylococcus aureus N315) | inhibition, % at 20 µM | actives 0.78% (n = 360,000) | AID 602399, 2012 | purified NadD enzyme, colorimetric absorbance read-out; in the data active = inhibition above about 26%; note: some compounds past the cut are filed as inactive
MsrA inhibitor = bovine MsrA enzyme inhibitors, primary screen, biochemical, absorbance, HTS; Methionine sulfoxide reductase A (Bos taurus); purified bovine MsrA, absorbance read-out; inhibition, % at 15.5 µM; actives 0.75% (n = 360,000); AID 651718, 2012; in the data active = inhibition above about 4.5%;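 note: 0% = vehicle wells with enzyme and 100% = reference inhibitor wells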
The depositor's hits bear a star; i = inactive; · = no result given.

SMILES | TbMetRS inhib | SUMO1 PPI mod | Rpn11 block | CSN inh | DNMT1 inh | STEP block | Scp1 inh | LMPTP inh | NadD block | MsrA inhibitor
O=C(NCCc1nnc2ccc(N3CCCC3)nn12)c1ccccc1 | -0.5 | -1 | i | 1 | 2 | 1 | 2 | 0.5 | -3 | 1.1
O=c1[nH]c(-c2ccccn2)nc2sc(-c3ccccc3)cc12 | 0.3 | -22 | i | -1 | -3 | 6 | -15 | 4.4 | 4 | 0.6
Cc1csc(N/N=C/c2ccccc2F)n1 | -0.5 | -4 | i | 5 | -13 | 2 | -8 | 1.1 | 3 | 2.4
Cc1nc(=O)c(-c2ccccc2)c(C)n1CC1CCCO1 (configuration not stated) | -0.2 | -1 | i | -1 | 0 | -2 | -2 | -0.8 | -7 | 0.8
CS(=O)(=O)N1CCCC(C(=O)NCCCN2CCOCC2)C1 (configuration not stated) | -0.1 | 0 | i | 4 | 2 | -3 | -2 | -0.5 | -2 | -0.2
CC(=O)OCc1ccccc1Sc1ccccc1C(=O)NCc1ccccc1 | -0.5 | 7 | i | -7 | -2 | -2 | -7 | -0.8 | -8 | -1.6
Cc1cc(=O)cc(C)n1-c1ccc(O)cc1 | -0.3 | -2 | i | 3 | 4 | -3 | -4 | -1.6 | -5 | -0.9
O=C(NCc1ccccc1)/C(=C/c1ccc(OC(F)F)cc1)c1ccccc1 | 0.2 | -2 | i | 2 | 16 | 0 | -16 | 5.4 | 2 | 3.1
Cn1c(SCC(=O)NC2CCS(=O)(=O)C2)nc2ccccc21 (configuration not stated) | -0.1 | -1 | i | 3 | 2 | 1 | 2 | 0.2 | -3 | 1.3
CN(CC(=O)Nc1ccccc1[N+](=O)[O-])Cc1ccc(Br)cc1 | -0.4 | -15 | i | 1 | -1 | 3 | -11 | 1.2 | 7 | -0.3
C/C(=N\NC(=O)c1ccoc1C)c1ccccc1 | -0.5 | 1 | i | 1 | 0 | -4 | 4 | -0.7 | 0 | -1.5
O=[N+]([O-])c1ccc(C2CNC(c3ccccc3)O2)cc1 (configuration not stated) | -0.2 | -11 | i | 2 | 0 | -4 | -1 | 0.4 | 2 | 1.2
COc1ccc(Cc2nc(-c3ccc(-n4cccc4)cc3)no2)cc1 | 0.1 | -3 | i | 8 | -2 | -4 | -4 | 0.0 | 9 | -0.1
Cc1cccc(C)c1NC(=O)CSCC(=O)c1ccc(O)c(O)c1 | -0.2 | -2 | i | 0 | 1 | -2 | -2 | 48* | 9 | 3.2
CCC(C)[C@H](NC(=O)N1CC(=O)Nc2ccccc21)C(=O)N[C@H](Cc1ccccc1)C(=O)O (some centres not stated) | -1.4 | 4 | i | -3 | 3 | -3 | -1 | -1.8 | 9 | 1.0
CNC(=O)OCc1nc(SSC(C)(C)C)n(C)c1COC(=O)NC | -0.3 | 3 | i | 4 | 6 | -3 | 0 | -0.8 | -1 | -0.6
CCN(CC)S(=O)(=O)c1ccc(C(=O)NC(=S)N2CCN(c3ccccc3O)CC2)cc1 | -0.3 | 28 | i | 2 | -7 | 4 | · | -1.0 | 4 | 0.4
COc1cc(OC)cc(C(=O)NCC(=O)OCC(=O)N2c3ccccc3NC(=O)C2(C)C)c1 | -1.4 | -1 | i | -9 | 6 | 0 | 15 | -0.8 | -3 | 1.6
COc1cccc(NC(=O)Cn2c(=O)n(-c3ccccc3)c(=O)c3oc4ccccc4c32)c1 | -1.2 | -3 | i | 0 | 4 | 4 | -6 | -1.2 | 4 | -1.4
CCCCN(C(=O)c1oc2ccc(OCC)cc2c1C)c1c(N)n(CC(C)C)c(=O)[nH]c1=O | -0.2 | -3 | i | -3 | -5 | 0 | -6 | 1.8 | -1 | 0.0
O=C(N1CCN=C1SCc1cccnc1)C12CC3CC(CC(C3)C1)C2 | -0.5 | -1 | i | 3 | 1 | -4 | -10 | -0.9 | 10 | 0.4
CC(C)CCN1CCN(Cc2cccc3nonc23)CC1CCO (configuration not stated) | -0.4 | -19 | i | -3 | 1 | 1 | 1 | -0.7 | 5 | -0.2
CCCOc1ccc(/C=C/C(=O)N2CCN(c3ccccn3)CC2)cc1 | -0.4 | -6 | i | -3 | 1 | 2 | 2 | -1.3 | -3 | 0.6
CCOc1ccc(C(=O)NCC(=O)OCc2c(F)cccc2Cl)cc1OCC | -1.1 | -1 | i | 5 | 19 | 0 | -8 | 0.2 | -10 | 1.0
COc1ccc(C2N(c3ccccc3)C(=S)N3CCCN23)cc1 (configuration not stated) | -1.0 | 1 | i | 5 | 4 | -2 | -6 | -0.4 | -1 | -1.0

Carrying on:
SMILES | TbMetRS inhib | SUMO1 PPI mod | Rpn11 block | CSN inh | DNMT1 inh | STEP block | Scp1 inh | LMPTP inh | NadD block | MsrA inhibitor
COc1cccc(NC(=O)CNCc2ccccc2)c1 | -0.3 | 8 | i | 0 | 0 | 0 | -6 | -0.3 | -7 | -0.3
COc1cc(C#Cc2c(-c3cncn3C)n(C)c3ccc(-c4ccc(OC)nc4)cc23)cc(OC)c1 | -0.3 | -2 | i | 0 | -50 | 1 | 17 | 7.3 | 36* | 2.7
COc1ccc(CCNC(=O)c2cc3ccccc3oc2=O)cc1 | -0.6 | -4 | i | 1 | 0 | 3 | -10 | -1.2 | -5 | 1.7
O=C(NCc1cccnc1)c1cc(C2CCCCN2S(=O)(=O)c2cccs2)on1 (configuration not stated) | -0.2 | -2 | i | -3 | 0 | -1 | · | -1.6 | -3 | -0.6
COC(=O)CNC(=O)COC(=O)C(Cc1ccccc1)NC(=O)c1ccco1 (configuration not stated) | -0.7 | -4 | i | 0 | 2 | -1 | -8 | -0.5 | 0 | -1.9
CCOC(=O)CC(=O)CSc1nc2ccccc2c(=O)n1-c1ccc(C(=O)NCCOC)cc1 | -2.2 | 1 | i | 7 | -2 | 1 | 7 | -1.7 | 2 | 0.7
N#CC(c1ccccn1)(c1ncc(C(F)(F)F)cc1Cl)N1CCOCC1 (configuration not stated) | -0.2 | 0 | i | 8 | 2 | -3 | -6 | -1.1 | 2 | 1.8
O=C1Nc2ccccc2SC1c1ccccc1Cl (configuration not stated) | -0.3 | 6 | i | -3 | -3 | -2 | -13 | 0.5 | -6 | 1.8
COc1cc(CNc2ccc(N3CCN(C(C)=O)CC3)cc2)ccc1OCc1ccccc1 | -0.8 | -4 | i | -1 | -9 | 4 | -4 | 1.2 | -1 | 0.6
O=C(c1ccco1)N1CCN(S(=O)(=O)N2CCOCC2)CC1 | -0.3 | 4 | i | 3 | 3 | 0 | -4 | -0.3 | 3 | -0.5
CSc1cccc(NC(=O)c2ccc(NC3=NC4CS(=O)(=O)CC4S3)cc2)c1 (configuration not stated) | 0.7 | 1 | i | -4 | 0 | 2 | -9 | -0.4 | 5 | 0.1
COc1ccccc1CNC(=O)C(=O)NCC1OCCCN1S(=O)(=O)c1cccs1 (configuration not stated) | 0.1 | 0 | i | 0 | -2 | -2 | -10 | 3.6 | 2 | 1.6
CC(=O)N1CCC2(CC1)C(C#N)=C(N)Oc1c2sc2nc(C)cc(C)c12 | -0.1 | 4 | i | -5 | -4 | 2 | -4 | -0.3 | -1 | 0.0
CCc1nc2ccc(C(=O)NCCCN3CCCC3=O)cn2c1N(CC)CCOC | -0.2 | 10 | i | 2 | 0 | -5 | · | 0.3 | 1 | 0.8
Cc1cc(C)c2c(N)c(C(=O)N3CCc4ccccc4C3)sc2n1 | -0.1 | 7 | i | -9 | -4 | 1 | 1 | 2.0 | -7 | 0.3
O=C(CN(Cc1ccco1)C(=O)Cn1nnc(-c2ccc(F)cc2)n1)NC1CCCC1 | -0.5 | 0 | i | 3 | 16 | -4 | -2 | 0.6 | 6 | -0.3
c1ccc2oc(NC3=NCN(C4CCCCC4)CN3)nc2c1 | -0.2 | 4 | i | 2 | 1 | -1 | -10 | -1.9 | -8 | 2.2
CCc1ccccc1NC(=O)CCS(=O)(=O)c1ccc(Br)cc1 | -0.8 | 10 | i | 5 | 36 | 10 | 50 | 0.8 | -7 | -0.1
COc1ccc(CN2C(=O)c3cccnc3C2=O)cc1S(=O)(=O)N(C)c1ccc(C)cc1 | -0.5 | -27 | i | 4 | 0 | 3 | -3 | 0.1 | -2 | 0.1
Nc1nc(NCC2CCCO2)nc(Nc2ccccc2F)c1[N+](=O)[O-] (configuration not stated) | 0.1 | 0 | i | 1 | 7 | 0 | -15 | 1.3 | -1 | -0.4
CC1CCc2nc(NC(=O)CN3CCN(c4ccccc4)CC3)sc2C1 (configuration not stated) | -0.1 | 0 | i | 1 | -7 | 2 | 0 | 0.7 | -7 | -0.1
CCOc1ccc2nc(N(CCN(C)C)C(=O)c3ccc4ccccc4c3)sc2c1 | -0.2 | -10 | i | -1 | -3 | 1 | 10 | 0.7 | -3 | 0.3

As entered above.
Nc1nc(NCC2CCCO2)nc(Nc2ccccc2F)c1[N+](=O)[O-] (configuration not stated) in CSN inh reads 1
O=C(CN(Cc1ccco1)C(=O)Cn1nnc(-c2ccc(F)cc2)n1)NC1CCCC1 in LMPTP inh reads 0.6
O=C1Nc2ccccc2SC1c1ccccc1Cl (configuration not stated) in CSN inh reads -3
